# HP1b chromo inh: blocks HP1-beta chromodomain binding to methylated histone tails; P83916; AlphaScreen HP1-beta / biotin-H3K9me3 peptide binding; Potency, µM (titrated, usually from 114 µM), without a hit: at the top dose activity change, negative = inhibition, actives largely listed as inhibitors; hit rate 0.56% among 390,000; AID 540317; also: nearly all actives have a fitted effect of over 70% in size; inactives centre near 23
#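 HP1-beta protein (50 nM final) preincubated 30 min at room temperature with biotinylated H3(1-18)K9me3 peptide (50 nM) in PBS pH 7.4, 0.01% Tween-20, then compound added for 30 min. AlphaScreen streptavidin donor/nickel chelate acceptor beads (10 ug/mL final), 30 min dark, luminescence read.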
# G9a block: G9a (human) methyltransferase inhibition | Q96KQ7 | G9a H3K9 monomethylation, AlphaScreen, 2 h | Potency, µM (titrated, usually from 102 µM), inactives show at the top dose activity, negative = inhibition, usual class: inhibitors | hit rate 8.8% among 350,000; also: % is scaled to controls: 0 for no effect and ±100 for the full control effect; nearly all actives have a fitted effect of over 75% in size
# Target sequence (Q96KQ7 913-1193 limits assumed): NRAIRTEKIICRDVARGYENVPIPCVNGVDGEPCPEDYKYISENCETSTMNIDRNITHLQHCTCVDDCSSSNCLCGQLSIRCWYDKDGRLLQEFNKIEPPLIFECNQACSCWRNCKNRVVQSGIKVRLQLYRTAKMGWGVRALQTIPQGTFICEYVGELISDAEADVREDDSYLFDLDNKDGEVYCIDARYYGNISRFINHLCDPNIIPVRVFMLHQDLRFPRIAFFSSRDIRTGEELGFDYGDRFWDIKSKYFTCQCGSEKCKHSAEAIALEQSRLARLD
#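 G9a (20 nM) preincubated 15 min RT with compounds, then 500 nM biotinylated H3K9 peptide and 20 uM SAM added; 2 h RT reaction. Monomethyl-H3K9 product detected by AlphaScreen with anti-H3K9me1 antibody, streptavidin donor and anti-rabbit IgG acceptor beads.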
# POLI inh: inhibitors of human DNA polymerase iota. hit rate 1% among 390,000. AID 588590. Q9UNA4. Potency, µM (top dose mostly 115 µM), for inactives: at the top dose activity, negative = inhibition, most hits filed as inhibitors. Pol iota fluorescent replication assay, 10 min
#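 Pol iota at 10 nM preincubated 15 min with compounds at room temperature; reaction started with fluorescent substrate, 50 nM final. Fluorescence read kinetically at 0 and 10 min; buffer-only wells as negative control.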
# Pin1 inh: blocks the human prolyl isomerase Pin1. hit rate 0.009% among 390,000. Q13526. AID 504891. Pin1 FP peptide displacement, HiFluor488, 10 min. Potency, µM (doses to about 115 µM), for the others: top-dose activity, negative = inhibition, most hits filed as inhibitors; active = well fitted inhibition curve with a large enough effect in the polarisation, with a control signal flat, not every such curve was filed as active; inconclusive = small, poorly fitted or top-dose-only effect, or effect the other way, or a change in a side signal; inactive = no such curve, though single readings can be large or run the other way; the % refers to the polarisation; also: % is scaled to controls: 0 for no effect and ±100 for the full control effect
# BAZ2B block: inhibitors of human BAZ2B bromodomain; AlphaScreen BAZ2B-H3K14Ac peptide displacement; Q9UIF8; Potency, µM (doses to about 114 µM), without a hit: at the highest dose activity change, negative = inhibition, most hits filed as inhibitors; hit rate 4.4% among 360,000; also: % is scaled to controls: 0 for no effect and ±100 for the full control effect; nearly all actives have a fitted effect of over 60% in size
#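 Protein-peptide AlphaScreen: BAZ2B 50 nM, b-H3K14Ac 50 nM, 1x PBS pH 7.4 + 0.01% Tween-20. Preincubation 30 min RT; cpd 30 min RT (top 110 uM); beads 20 min RT, light-protected.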
# BLM inh: Bloom syndrome helicase (human) inhibition; AID 2528; hit rate 0.2% among 350,000; Potency, µM (top dose mostly 56.1 µM), inactives show top-dose activity change, negative = inhibition, hits mostly inhibitors; P54132; recombinant BLM DNA unwinding, fluorescence dequenching;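 also: plate controls were vehicle for no effect and no enzyme for full effect; nearly all actives have a fitted effect of over 35% in size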
# Tb PGK inh: T. brucei PGK inhibition; P07378; PGK/GAPDH coupled, Kinase-Glo luminescence, 60 min; Potency, µM (doses to about 57.5 µM), for inactives: at the highest dose activity change, negative = inhibition, actives largely listed as inhibitors; hit rate 0.043% among 380,000; also: % is scaled to controls: 0 for no effect and ±100 for the full control effect; nearly all actives have a fitted effect of over 60% in size
#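 Recombinant glycosomal PGK reaction used 1,3-bisphosphoglycerate generated in-well by GAPDH (100nM final) in 100mM TEA pH 7.6, 5mM MgCl2, 0.01% Tween-20. After 60 minutes at room temperature, ATP was read by Kinase-Glo Plus luminescence end-point.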
# JMJD2A Tudor inh: inhibitors of human JMJD2A Tudor domain | O75164 | AlphaScreen JMJD2A-Tudor / H3K4me3 peptide binding | Potency, µM (titrated, usually from 114 µM), without a hit: at the highest dose activity change, negative = inhibition, usual class: inhibitors | hit rate 4.4% among 390,000 | AID 504339; also: % is scaled to controls: 0 for no effect and ±100 for the full control effect; nearly all actives have a fitted effect of over 50% in size
# GLS inh: inhibitors of human glutaminase (GLS). Potency, µM (series often up to 45.5 µM), without a hit: at the highest dose activity change, negative = inhibition, actives largely listed as inhibitors. GLS enzymatic activity, qHTS titration. AID 624170. hit rate 0.21% among 410,000. O94925; also: % is scaled to controls: 0 for no effect and ±100 for the full control effect
# Target sequence (O94925 whole entry, looked up): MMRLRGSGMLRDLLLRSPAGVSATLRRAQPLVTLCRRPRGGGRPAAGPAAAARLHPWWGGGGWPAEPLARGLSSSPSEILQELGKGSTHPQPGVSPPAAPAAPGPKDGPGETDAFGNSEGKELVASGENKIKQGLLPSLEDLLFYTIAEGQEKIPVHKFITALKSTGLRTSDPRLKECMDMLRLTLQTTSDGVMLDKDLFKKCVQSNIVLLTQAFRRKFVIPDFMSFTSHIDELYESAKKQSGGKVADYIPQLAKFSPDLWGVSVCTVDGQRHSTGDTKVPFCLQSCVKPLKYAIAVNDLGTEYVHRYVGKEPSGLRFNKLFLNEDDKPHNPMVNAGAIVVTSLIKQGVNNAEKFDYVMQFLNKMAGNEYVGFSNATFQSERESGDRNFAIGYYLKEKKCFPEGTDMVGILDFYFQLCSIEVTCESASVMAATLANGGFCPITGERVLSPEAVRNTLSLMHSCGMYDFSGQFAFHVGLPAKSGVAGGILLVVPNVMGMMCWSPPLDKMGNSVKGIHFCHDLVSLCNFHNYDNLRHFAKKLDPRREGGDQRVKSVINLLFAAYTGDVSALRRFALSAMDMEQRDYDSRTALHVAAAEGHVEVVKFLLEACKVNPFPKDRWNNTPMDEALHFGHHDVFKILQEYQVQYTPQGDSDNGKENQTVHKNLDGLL
#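 hKGA in 45 mM KH2PO4 pH 8.2, 0.02% Tween-20 with pin-transferred compounds; 1 mM L-glutamine (stock) plus glutamate oxidase/HRP/Amplex Red coupling added. Fluorescence read initially and after 30 min at RT.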
# The depositor's hits bear a star; i = inactive; ? = inconclusive; . = not tested or not shown; & = joins results of further samples; ! = repeats disagree; [ ] = dose if it differs, or a comment. Unless noted, calls follow the shape of the dose curve; as a rule, active = well fitted curve in the direction sought with a large enough effect; inconclusive = small, poorly fitted or top-dose-only effect, or another doubt; inactive = no such curve, though single readings can be large; an effect the other way counts as inactive or inconclusive. Potency is read from the fitted curve at half-maximal effect. This is a subset; rates above refer to the full screens.
SMILES,HP1b chromo inh,G9a block,POLI inh,Pin1 inh,BAZ2B block,BLM inh,Tb PGK inh,JMJD2A Tudor inh,GLS inh
O=C(Cc1ccccc1)Nc1cccc(-c2nnc(-c3ccco3)o2)c1,36%,4%,19%,-1%,-9%,-1%,2%,2%,3%
COc1ccc(NC(=O)c2cnc(SC)n2-c2ccc(F)cc2)c(OC)c1,-5%,?,81%[activator],10%,?,-4%,-7%,?,-8%
Cc1cccc2cc(C#N)c(NCCCNS(=O)(=O)c3ccc(Cl)cc3)nc12,135%[activator],76%[activator][12.7 µM],10%,45%[activator],60%[activator],-11%,-6%,71%[activator],0%
CCOC(=O)c1ccccc1NC(=O)C1CC(=O)N(C2CCCC2)C1 (stereo not given),15%[57 µM],.,36%[activator],3%,.,.,-1%,-10%,0%
O=C(c1ccc2c(c1)OCO2)N1CCN=C1SCc1cccnc1,48%[activator],-7%,9%,-10%,-5%,-2%,-5%,-3%,1%
CCOC(=O)c1ccccc1NC(=O)Cn1cnc2c1c(=O)n(C)c(=O)n2C,20%,-30%,-5%,0%,3%,1%,6%,3%,-4%
CCCNC(=O)COC(=O)c1ccc(N2CCCC2)c([N+](=O)[O-])c1,0%,16%[12.7 µM],61%,-1%,?,-7%,-3%,-22%,4%
COc1ccc(C(=O)N/N=C/c2sc3ccccc3c2O)cc1,-3%,50µM*,159%[activator],?,45µM*,-2%,-3%,?,16µM*
Cc1ccc(NC(=O)NC(=O)CSc2n[nH]c(N)n2)c(C)c1,95%[activator],-2%,1%,2%,-10%,-3%,-10%,-7%,15%
CC(=O)NCC(=O)N(C)C(C(=O)Nc1ccc(C(C)C)cc1)c1ccccc1 (stereo not given),18%,-10%[59 µM],9%,-4%,4%,-9%,-3%,-15%,3%
CCc1cccc2c(C(=O)CCl)c[nH]c12,32%,?,27%,0%,0%,3%,-4%,-10%,0%
COc1ccc(CCNC(=O)CCc2nc3ccccc3[nH]2)cc1OC,50%[activator],-28%,18%,1%,-3%,2%,-8%,7%,-1%
O=C(COC(=O)c1ccccn1)NCCCc1ccccc1,17%,?,4%,6%,-28%,0%,3%,-9%,-2%
CC(NC(=O)c1ccc(-c2ccccc2)cc1)C(c1ccccc1)N1CCOCC1 (stereo not given),19%,6%[12.7 µM],1%,1%,5%,.,-5%,-24%,-12%
CCSc1nnc(NC(=O)c2csc3c2CCC(C)C3)s1 (stereo not given),43%[activator],-6%,22%,-1%,-4%,-1%,-3%,-8%,0%
Oc1ccc(/C=N/Nc2nc(N3CCCCCC3)nc(N3CCCCCC3)n2)c(O)c1,-6%,?,49%[activator],-1%,?,-15%,-2%,?,-26%
Nc1nnc(SCC(=O)Nc2cccc(F)c2)s1,58%[activator],5%[59 µM],-23%,15%,-8%,0%,-6%,7%,2%
O=C(c1ccc2ccccc2c1)N1CCN(Cc2ccccc2)CC1,-2%,-2%,?,.,-8%,-2%,-11%,-9%,0%
Cc1cc(C)n(C(=O)COc2ccc([N+](=O)[O-])cc2)n1,61%[activator],?,13%,10%,11%,6%,0%,6%[57.1 µM],-8%
Cc1cc(C=O)c(C)n1-c1ccc(Cl)c(C(=O)O)c1,40µM*,13µM*,5.6µM*,?,25µM*,-3%,?,20µM*,?
COc1ccc(C(=O)C2CCCN(C(=O)c3cccc(N4CCCC4=O)c3)C2)cc1OC (stereo not given),30%,1%[12.7 µM],34%[activator],-4%,5%,0%,4%,-10%,-10%
COc1ccc(-c2csc3nc(-c4cccnc4)nc(Cl)c23)cc1OC,23%,?,6%,23%,-3%,3%,-1%,-21%,-4%
Cc1ccc(-c2nnc(NC(=O)CCS(=O)(=O)c3ccc(F)cc3)o2)c(C)c1,29%,4%,27%,3%,-4%,.,i,-17%,1%
C/C=C(\C)C(=O)NCCN1C2=NC[C@H](Cc3ccc(O)cc3)N2C[C@@H]1Cc1ccc(OC)cc1,35%,-16%[59 µM],35%[activator],-2%,-9%,-7%,-1%,-22%,7%
COc1ccc2ccc(=O)oc2c1CC=C(C)C,62%[activator],41%,29%,3%,27%,-5%&-2%,1%,17%,6%
O=c1cc(O)nc(SC23CC4CC(CC(C4)C2)C3)[nH]1,16%,45µM*,-13%,?,-35%,-4%,-3%,-35%,3%
COc1ccccc1OCCNC(=O)c1ccccc1OCc1c(C)noc1C,34%[activator],7%[12.7 µM],12%,5%,5%,.,-9%,8%,0%
CCOc1ccc(C2c3cc(OC)c(OC)cc3CC(=O)N2c2ccc(OC)cc2)cc1 (stereo not given),21%,6%[2.33 µM],26%,7%,-27%,-2%,7%,-22%,10%
O=c1cc(-c2ccccc2)[nH][nH]1,2%,3%[59 µM],?,1%,8%,-5%,-6%[11.5 µM],-14%,40%[activator]
CCCCN(C)S(=O)(=O)c1ccc(C(=O)N(CCN(C)C)c2nc3ccc(C)cc3s2)cc1,3%,40µM*,-29%,4%,?,-7%,.,?,2%
N/C(=N\NC(=O)c1sccc1OCc1ccc(Cl)cc1Cl)c1ccccn1,38%[activator],.,-3%,-3%,15%,1%,-4%,-4%,0%
COc1cccc(CNC(=O)CCC(=O)N2CC3CCCN3c3ccccc32)c1 (stereo not given),-1%,?,13%,6%,?,-6%,-9%,?,24%
CC(=O)Nc1cccc(NC(=O)COc2nncc3ccccc23)c1,-2%,23%[59 µM],29%,-4%,-11%,6%,-9%,-17%,8%
CC(C)c1ccc(C(CC(=O)O)N2Cc3ccccc3C2=O)cc1 (stereo not given),27%,-3%,1%,-4%,-11%,-1%,i,-10%,1%
CCOc1cccc2cc(-c3cn4c(n3)sc3cc(C)ccc34)c(=O)oc12,2%,-4%[59 µM],21%,-9%,-17%,-4%,i,-17%,-4%
CC1=C(C(=O)Nc2ccc(Cl)cc2)C(c2ccccc2F)n2nc(SCc3cccc(Cl)c3)nc2N1 (stereo not given),24%,-22%[59 µM],-3%,-4%,?,-5%,-1%,-9%,-1%
Cc1ccc(N(Cc2cc3ccc(C)cc3[nH]c2=O)C(=O)c2ccco2)cc1,-2%,?,-15%,23%,-22%,-8%,-2%,-36%,-17%
CCCN(CC(=O)Nc1ccccc1Br)CC(=O)Nc1ccc(F)c(F)c1F,69%[activator],3%,6%,2%,-6%,4%,-3%,11%,-2%
CCOC(=O)C1=C(CNCc2ccccc2Cl)NC(=O)NC1c1ccc2c(c1)OCO2 (stereo not given),27%,7%[12.7 µM],?,-3%,-39%,-4%,i,-30%,-4%
CCOC(=O)CSC1=C(C#N)C(=O)NC(c2ccc(OC)cc2)S1 (stereo not given),9%,?,?,1%,50µM*,-8%,4%,25µM*,6%
CCOc1ccc(CC(=O)NNC(=S)NC2CCCCC2)cc1OCC,53%[activator],14%[59 µM],3%,5%,3%,2%,0%,1%,25%
COc1ccc(CCn2nnc(-c3ccc(NC(C)=O)c(Cl)c3)n2)cc1,31%[activator],12%[59 µM],10%,1%,-1%,2%,4%,4%,2%
CCOc1ccccc1CNC(=O)c1cnc2sc(N3CCOCC3)nn2c1=O,-15%,13%[59 µM],-26%,0%,-7%,0%,0%,-25%,3%
CCOC(=O)c1c(NC(=O)c2cc(C(C)C)on2)sc(C(C)=O)c1C,-4%&14%,7.9µM*!,-4%&13%,-2%&-2%,-18%&7%,-4%&-3%,9%&7%,2%&0%,-6%&15%
CCC(=O)N1CCc2cc(S(=O)(=O)NCCC(=O)NCc3ccc(OC)cc3)ccc21,13%,12%[59 µM],14%,-7%,.,2%,-6%,-19%,0%
C/C(=N\NC(=O)c1cccc(S(=O)(=O)N2CCOCC2)c1)c1ccc(O)cc1,21%,-5%[12.7 µM],-4%,4%,-5%,.,-2%,-15%,24%
Cc1ccc(CN(C)C(=O)c2cc(COc3cccc(C(F)(F)F)c3)on2)o1,3%,32µM*,?,23%,-5%,-18%,i,-22%,-7%
CC(=O)Nc1ccc(S(=O)(=O)NCC(C)NS(=O)(=O)c2ccc(NC(C)=O)cc2)cc1 (stereo not given),46%[activator],-9%[12.7 µM],0%,5%,-7%,2%,-8%,-19%,2%
COc1cccc(C(=O)N(C)Cc2c(C)nn(C3CCS(=O)(=O)C3)c2C)c1 (stereo not given),27%,.,9%,-1%,.,.,-1%,-7%,0%
CN(C(=O)c1cccc(NC(=O)Cc2ccc(NC(=O)C3CCCN(C(=O)C4CC4)C3)cc2)c1)C1CCC1 (stereo not given),29%,.,25%,0%,.,.,-9%,-8%,0%
COc1cc(OC)cc(-c2c(-c3cccs3)c3cc(-c4cnc(N)nc4)ccc3n2C)c1,35%,.,35%[activator],6%,.,.,-10%,-20%,-4%
O=C(CN1CCNCC1)Nc1ccccc1Cl,68%[activator],-10%[59 µM],14%,-11%,1%,1%,3%,-14%,6%
CCc1noc(C)c1C(=O)N(CC)CC(=O)Nc1cc(Cl)ccc1C,62%[activator],-115%[12.7 µM],5%,1%,-5%,.,-6%,4%,-2%
COc1ccc(Cl)cc1NS(=O)(=O)c1cc(Cl)ccc1OC,19%,-18%,11%,-5%,3%,0%,3%,-5%,-6%
O=C(NCc1ccccc1)c1cc(-n2cnnc2)ccc1Cl,15%,8%,12%,-10%,6%,1%,-8%,-15%,9%
CN(C)S(=O)(=O)N(CC(=O)N1CCOCC1)c1ccccc1,-11%,24%[59 µM],?,1%,-6%,-1%,-20%,-6%,-2%

# Part of the list above, limited to JMJD2A Tudor inh and BAZ2B block.
SMILES	JMJD2A Tudor inh	BAZ2B block
CCc1noc(C)c1C(=O)N(CC)CC(=O)Nc1cc(Cl)ccc1C	4%	-5%
COc1ccc(Cl)cc1NS(=O)(=O)c1cc(Cl)ccc1OC	-5%	3%

# Assay outcomes as filed in PubChem BioAssay.
